Bioassay records as filed in PubChem BioAssay.
GAA850 FXN act – FXN promoter activators, primary screen, cell-based, luciferase luminescence, HEK293 lucGAA850 | 360,000 compounds, 0.56% hits | HEK293 lucGAA850 FXN promoter luciferase reporter, 24 h; percent of 10 µM SAHA response | activation, % at 6 µM;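 active = activation above the average of all compounds screened plus 3 SD, cutoff fixed separately per campaign, cut at about 7.5% in these data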;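 also: 0% = DMSO wells and 100% = 10 µM SAHA wells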
ADAM10 inh – human ADAM10 inhibitors, primary screen, biochemical, QFRET, HTS. recombinant ADAM10, EDANS/DABCYL FRET peptide cleavage, 3 h. inhibition, % at 7 µM. 370,000 compounds, 0.62% hits;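 active = inhibition above a per-campaign cutoff equal to the mean of compounds falling between control-based bounds plus 3 SD, cut at about 20% in these data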;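 also: 0% = DMSO wells while the 100% control is not disclosed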
Target sequence (O14672 214-748 limits assumed): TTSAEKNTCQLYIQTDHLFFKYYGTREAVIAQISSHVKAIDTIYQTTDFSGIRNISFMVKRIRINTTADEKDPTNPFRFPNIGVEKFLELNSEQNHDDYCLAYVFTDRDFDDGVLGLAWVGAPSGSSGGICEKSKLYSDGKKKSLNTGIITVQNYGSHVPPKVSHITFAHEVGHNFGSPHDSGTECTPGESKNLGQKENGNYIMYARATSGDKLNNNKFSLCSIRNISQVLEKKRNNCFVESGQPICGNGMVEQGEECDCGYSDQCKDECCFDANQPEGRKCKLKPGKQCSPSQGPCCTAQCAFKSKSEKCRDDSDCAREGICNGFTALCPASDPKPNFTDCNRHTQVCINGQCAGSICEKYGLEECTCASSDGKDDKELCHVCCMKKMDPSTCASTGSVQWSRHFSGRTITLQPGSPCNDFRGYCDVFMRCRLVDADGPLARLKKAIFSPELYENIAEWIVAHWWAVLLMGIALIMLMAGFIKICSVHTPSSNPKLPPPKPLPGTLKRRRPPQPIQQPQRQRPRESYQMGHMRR
hgDAF12 agonist – H. glycines DAF-12 receptor agonists, primary screen, cell-based, luminescence, HEK293, GAL4 fusion, UAS-luciferase; activation, % at 6.8 µM; 370,000 compounds, 1.8% hits; HEK293 GAL4-hgDAF12 UAS-luciferase reporter, agonist luminescence; normalized to butyrate control; Nuclear hormone receptor DAF-12 (Heterodera glycines), GAL4 fusion;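 active = activation above a cutoff set at the mean of all screened compounds plus 3 SD, cut at about 10% in these data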;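 also: 0% = DMSO wells and 100% = sodium butyrate wells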
ssDAF-12 act – S. stercoralis DAF-12 nuclear receptor activators, primary screen, cell-based, luminescence, HEK293, GRIP1 co-expression, lit1-tk-luc; Nuclear hormone receptor DAF-12 (Strongyloides stercoralis); 370,000 compounds, 1% hits; HEK293 ssDAF-12/GRIP1 lit1-tk-luc reporter; % of 3 µM dafachronic acid response; activation, % at 6.8 µM; AID 652126, 2013;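 active = activation above the mean over all tested compounds plus 3 SD, cut at about 0.9% in these data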;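 also: 0% = DMSO-only wells and 100% = 3 µM delta7-dafachronic acid wells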
hcDAF-12 act – H. contortus DAF-12 nuclear receptor activators, primary screen, cell-based, luminescence, HEK293, lit1-tk-luc reporter; HEK293 hcDAF-12 lit1-tk-luc reporter; 0% DMSO, 100% Δ7-dafachronic acid; activation, % at 6.8 µM; 370,000 compounds, 1.4% hits; AID 652067, 2013;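 active = activation above the mean of all tested compounds plus 3 SD, cut at about 5.5% in these data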;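 also: 100% = response to 3 µM Δ7-dafachronic acid high control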
SMARCA2 activ – SMARCA2 (BRM) function activators, primary screen, cell-based, luminescence, high throughput. 370,000 compounds, 1% hits. MG213 cells, MMTV-luciferase reporter, dexamethasone, overnight. activation, % at 9.1 µM. AID 652017, 2013; in the data active = activation above about 7.8%;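 also: 0% = vehicle wells and 100% = reference activator wells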
PG9 binder – binders of HIV-1 gp120 antibody PG9, primary screen, biochemical, TR-FRET; HIV-1 gp120 / PG9 antibody interaction; TR-FRET gp120-PG9 antibody binding; inhibition, % at 6.7 µM; 360,000 compounds, 0.43% hits; AID 624416, 2012; in the data active = inhibition above about 8.5%
GC-A act – GC-A stimulated cGMP production enhancers – HEK293 GC-A cells, cGMP TR-FRET, EC30 ANP, primary screen. 0% at EC30 ANP, 100% saturating ANP. activation, % at 10 µM. 370,000 compounds, 0.14% hits. Atrial natriuretic peptide receptor 1 (Homo sapiens), P16066; in the data active = activation above about 40%
ADAM17 inh – ADAM17 inhibitors, primary screen, biochemical, QFRET; Disintegrin and metalloproteinase domain-containing protein 17 (Homo sapiens), P78536; recombinant ADAM17, EDANS/DABCYL FRET peptide cleavage; inhibition, % at 6.95 µM; 370,000 compounds, 0.83% hits; AID 720648, 2013;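 active = inhibition above the mean of compounds lying between control limits plus 3 SD, set per campaign, cut at about 8.5% in these data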;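 also: 0% = DMSO-only wells as the low control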
DAX1 inh-1 – DAX1 (NR0B1) inhibitors on StAR promoter, primary screen, cell-based, luminescence, SF-1 (NR5A1), full-length DAX-1 | 370,000 compounds, 1.1% hits | inhibition, % at 6.8 µM | HEK293T StAR-luciferase reporter, SF-1/DAX-1 repression relief | AID 652010, 2013;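 active = inhibition above the mean over all tested compounds plus 3 SD, cut at about 3.6% in these data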;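 also: 0% = DAX-1 cells with DMSO and 100% = cells lacking DAX-1 with DMSO; higher inhibition means more luminescence from relief of DAX-1 repression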
DAX1 inh-2 – DAX1 (NR0B1) inhibitors, primary screen, cell-based, HEK293, Gal4-DAX1, luciferase luminescence; 340,000 compounds, 0.99% hits; HEK293 Gal4-DAX1 luciferase reporter; Nuclear receptor subfamily 0 group B member 1 (Homo sapiens), P51843; AID 504766, 2011; inhibition, % at 6.75 µM;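 active = inhibition above the mean over all tested compounds plus 3 SD, cut at about 4.2% in these data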;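 also: 0% = DAX1-transfected cells with DMSO and 100% = empty-vector control cells with DMSO; inhibition shows as a rise in luminescence from relieved DAX1 repression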
Target sequence (P51843 207-470 limits assumed): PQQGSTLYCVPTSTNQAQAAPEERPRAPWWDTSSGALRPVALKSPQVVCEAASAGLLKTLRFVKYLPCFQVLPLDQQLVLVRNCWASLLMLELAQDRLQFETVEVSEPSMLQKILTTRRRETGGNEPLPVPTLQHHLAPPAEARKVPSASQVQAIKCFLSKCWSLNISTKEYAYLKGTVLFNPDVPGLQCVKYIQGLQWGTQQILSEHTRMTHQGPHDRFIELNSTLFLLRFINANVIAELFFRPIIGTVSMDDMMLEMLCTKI
Active calls of the source: *; i = inactive; x = no result given.

Results follow in this order: GAA850 FXN act, ADAM10 inh, hgDAF12 agonist, ssDAF-12 act, hcDAF-12 act, SMARCA2 activ, PG9 binder, GC-A act, ADAM17 inh, DAX1 inh-1, DAX1 inh-2
> CCCC(=O)OCCn1c(Br)nc2c1c(=O)[nH]c(=O)n2C
 : 0.1, 6, -0.2, -0.8, 0.3, 0, 0.5, 2, -5, 0.2, 0.9
> CC(=O)Nc1cc(-c2ccccc2N(C)C)cn2c(-c3ccc(S(C)(=O)=O)cc3)cnc12
 : 0.7, -122, -1.1, -0.5, -2.0, -4, 0.0, 7, -29, -2.9, x
> O=C(CSc1nc2ccccc2[nH]1)Nc1ccccc1N1CCOCC1
 : 0.1, 11, -1.1, -0.8, -1.8, -3, -0.5, -6, 2, 0.3, 0.0
> O=C(CN1CCCC1)NC(c1ccccc1)c1ccccc1
 : -0.1, 0, 3.3, -1.4, -1.7, -2, -1.0, -8, -3, 0.7, 2.4
> O=C(NCc1cccnc1)Nc1ccccc1F
 : -2.3, -5, 0.4, -1.6, -0.9, -2, 1.0, 2, -2, 0.3, -0.9
> CCN=C1SC(CC(=O)NCCc2ccc(OC)c(OC)c2)C(=O)N1CC (stereo not drawn)
 : 3.0, 4, -1.8, -1.3, -1.6, -1, 2.5, -2, -4, -0.1, -0.2
> Cc1c(CC(=O)N2CCC(C(=O)O)CC2)c(=O)oc2cc3c(cc12)CCC1(CCCCC1)O3
 : 1.2, i, 3.1, -0.5, 0.9, 1, 1.8, 2, i, -0.7, 0.7
> CCOC(=O)c1cnc(-n2nc(C)cc2C)nc1NC
 : 1.8, -80, 2.9, -1.1, -1.0, -1, -1.3, -1, -27, -0.2, 0.7
> Cc1cccc2c3nc4ccccc4nc3n(CCCN3C(=O)c4ccccc4C3=O)c12
 : 2.8, -5, 3.5, -1.3, 3.0, -1, -2.1, 15, -5, 0.3, 1.0
> CCN(CC)c1nc(N)c2c(N)nc(OC)cc2c1C#N
 : -0.2, -50, -0.1, -1.4, -2.9, 1, -2.9, 9, -16, 0.2, 0.9
> Cc1ccc(S(=O)(=O)Nc2cccc(C(=O)N3CCCC3)c2)cc1F
 : 1.1, -14, 0.4, -1.3, 0.0, -3, -0.7, -1, -3, -1.1, -0.7
> Cc1ccsc1CN1CCC(C(=O)NCc2ccccc2Cl)CC1
 : 0.5, 9, -3.7, -1.6, -2.5, 4, -1.3, 3, 1, -0.8, 1.5
> CCOCCCNC(=O)C(NC(=O)CNC(C)=O)c1ccc(Cl)cc1 (stereo not drawn)
 : 1.3, -1, -1.7, -0.7, -0.2, -2, -3.0, 3, 0, 0.1, -0.1
> CNC(=O)c1c(Cl)cnn1-c1ccccc1
 : 2.9, 1, 6.8, -0.6, 0.8, 0, -1.2, 3, -7, 0.7, x
> O=C(O)CCCCCNC(=O)CSc1nnc(-c2ccco2)n1-c1ccccc1
 : -0.8, 1, -2.6, -1.0, 0.2, -3, 1.8, -5, -5, 0.1, -0.4
> Cc1ccccc1NC(=O)NCCCN1CCCC1
 : 1.4, 4, 1.4, -1.6, -0.2, -1, 0.3, 2, -4, 0.1, -0.7
> CC1CC(C)CN(C(=O)C2CC(=O)N(c3ccc4c(c3)OCCO4)C2)C1 (stereo not drawn)
 : 0.5, -6, 3.4, -1.4, -0.2, 0, -0.5, 2, -3, -0.7, -0.2
> CCN(CC)C(=O)CSc1nc(-c2ccccc2)ccc1C#N
 : 0.7, -19, -3.0, -1.5, -0.1, 1, -0.6, 0, -2, 0.2, -1.9
> Cn1c(C=O)c(C#Cc2ccccc2)c2ccccc21
 : -0.5, -53, -2.1, 0.4, 2.4, 1, -1.1, -4, -19, -0.9, 0.5
> COc1ccccc1NS(=O)(=O)c1cc(NC(=O)c2cc3ccccc3oc2=O)ccc1C
 : -1.1, 3, 1.1, -0.9, 1.7, 0, -1.1, 5, 1, 0.5, -0.5

One compound at a time (already shown). Screens in order: GAA850 FXN act | ADAM10 inh | hgDAF12 agonist | ssDAF-12 act | hcDAF-12 act | SMARCA2 activ | PG9 binder | GC-A act | ADAM17 inh | DAX1 inh-1 | DAX1 inh-2
CCCC(=O)OCCn1c(Br)nc2c1c(=O)[nH]c(=O)n2C is entered as 0.1 | 6 | -0.2 | -0.8 | 0.3 | 0 | 0.5 | 2 | -5 | 0.2 | 0.9
CNC(=O)c1c(Cl)cnn1-c1ccccc1 is entered as 2.9 | 1 | 6.8 | -0.6 | 0.8 | 0 | -1.2 | 3 | -7 | 0.7 | x

Continuation.
Results follow in this order: GAA850 FXN act, ADAM10 inh, hgDAF12 agonist, ssDAF-12 act, hcDAF-12 act, SMARCA2 activ, PG9 binder, GC-A act, ADAM17 inh, DAX1 inh-1, DAX1 inh-2
> CCCC1=Nc2cc(C(=O)NCCCN3CCN(C)CC3)ccc2Sc2ccccc21
 : 2.0, 7, -2.3, -1.1, -0.6, 2, 1.1, 1, 2, 0.6, 0.2
> Cc1cc(C)n2cnnc2n1
 : -0.3, -15, 1.3, -1.8, -1.7, -2, -1.6, 2, -7, -0.3, x
> Cc1noc(C)c1COC(=O)c1cc2c(C)nn(-c3ccc(F)cc3)c2s1
 : 1.9, 7, 1.5, -0.8, -1.3, 0, -1.0, 5, 2, -0.4, 1.5
> NC(c1csc(NC(=O)Nc2cccc(Cl)c2)n1)C1CCCCC1 (stereo not drawn)
 : 0.8, 2, 1.0, -0.6, -1.1, -9, -1.0, 1, 1, -1.5, x
> O=C(NC(=S)Nc1ccc(NC(=O)c2ccccc2)cc1)c1ccc(F)cc1
 : -0.1, -1, -2.4, -1.2, -0.6, -4, -0.6, -1, -3, -0.1, -0.5
> Cc1ccc(NS(=O)(=O)c2cc(NC(=O)c3cc(=O)[nH]c(=O)[nH]3)ccc2Cl)c(C)c1
 : 1.3, 8, -1.7, -1.1, -2.0, 4, -0.1, -26, -2, 0.1, 1.0
> COc1cc(C(=O)COC(=O)Cc2cnc3sccn23)cc(OC)c1OC
 : 2.3, -1, -0.8, -0.9, 0.0, 0, -1.6, 6, -5, 0.4, 0.7
> CC(C)N=C(N)N=C(N)Nc1ccc(Cl)cc1
 : -1.3, -3, -1.3, -1.3, -1.8, -5, -2.0, 4, -3, -1.1, 0.5
> O=S1(=O)C=C(Oc2ccc(F)cc2)c2ccccc21
 : 1.7, 12, 4.9, -1.0, -0.7, -3, 1.1, 1, 5, -0.6, 1.9
> O=C(NCc1ccc2c(c1)OCO2)c1cc(Cl)ccc1Cl
 : 0.6, -4, 3.9, -0.8, 2.9, 0, -0.8, 3, -7, 0.2, 0.4
> O=c1c2ccccc2nc(-c2ccoc2)n1CCc1ccccc1
 : 1.1, 2, -3.5, -1.3, -2.9, 6, -1.5, -8, -1, -1.6, -1.4
> COc1ccc(/C(C)=N/NC(=O)c2cc(-c3cccnc3)nc3ccccc23)cc1
 : 1.0, 12, 0.2, -1.0, -0.2, 1, 0.3, -5, 2, -0.2, 0.9
> O=C(O)c1ccc(/C=N/N2CCN(C3c4ccccc4-c4ccccc43)CC2)cc1
 : 1.4, 0, 1.5, -1.3, -0.6, -3, 2.2, -4, -6, 0.0, 2.6
> CC(=O)N1CC(C)Sc2ccc(S(=O)(=O)NCc3ccccc3Cl)cc21 (stereo not drawn)
 : -1.0, -5, -5.9, -1.3, -3.4, -4, -0.6, 5, 1, -0.8, 0.6
> CSc1nc2c(c(=O)[nH]c(=O)n2C)n1C/C=C(\C)Cl
 : 2.2, -1, 1.0, -1.6, 0.2, -3, 0.5, 6, -4, 0.6, -0.8
> COc1cc2cc(CCOC(=O)N3CCCCC3)oc(=O)c2cc1OC
 : 0.1, -13, -2.8, -0.8, -1.3, -2, 0.0, 1, -5, 0.0, 2.3
> COc1ccc(-c2csc(Nc3ccc(O)cc3)n2)cc1
 : 8.1*, -7, -1.2, -1.4, 2.8, -2, -0.8, -2, -4, -0.5, -1.2
> CC1OC1c1ccc(-c2ccc(C3OC3C)cc2)cc1 (stereo not drawn)
 : 4.5, -15, 5.3, -0.4, 3.4, 3, 1.3, 0, 0, 1.1, 0.7
> Cc1cc(=O)oc(C)c1C(=O)NCCNC(=O)c1c(C)cc(=O)oc1C
 : -0.6, -44, -0.5, -1.5, -1.2, 1, 0.0, -1, -16, -0.2, 0.4
> O=C(Nc1cccc(-c2nc3ncccc3o2)c1)c1sc2ccccc2c1Cl
 : 2.0, -3, 5.0, -0.3, 0.6, 0, -0.2, 1, -1, 1.2, -0.4
> Brc1cccc(OCCSc2ncccn2)c1
 : 0.4, 6, 6.1, -1.2, 0.9, 0, 0.7, 6, -1, 0.5, x
> O=C(Nc1ccc(OCC(=O)N2CCOCC2)cc1)c1cccc(Cl)c1
 : 1.3, 0, 1.3, -0.8, -0.9, 4, 0.3, -2, -5, -0.6, -0.9
> CC1=C(C(=O)Nc2ccccn2)C(c2ccccc2)n2ncnc2N1 (stereo not drawn)
 : 6.5, -20, 5.0, 0.0, 3.5, 3, -0.3, -1, -5, 0.5, -0.1

Structures above that contain a cyano group (2):
Results follow in this order: GAA850 FXN act, ADAM10 inh, hgDAF12 agonist, ssDAF-12 act, hcDAF-12 act, SMARCA2 activ, PG9 binder, GC-A act, ADAM17 inh, DAX1 inh-1, DAX1 inh-2
> CCN(CC)c1nc(N)c2c(N)nc(OC)cc2c1C#N
 : -0.2, -50, -0.1, -1.4, -2.9, 1, -2.9, 9, -16, 0.2, 0.9
> CCN(CC)C(=O)CSc1nc(-c2ccccc2)ccc1C#N
 : 0.7, -19, -3.0, -1.5, -0.1, 1, -0.6, 0, -2, 0.2, -1.9
